Mot1-301 SUMO – SUMOylation pathway inhibition by Mot1-301 growth rescue | S. cerevisiae Mot1-301 growth rescue, ATP luminescence, 38.5C; percent above DMSO median, 100 means doubled | growth rescue, % at 18.8 µM | 320,000 tested, 1% active;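 active means every valid replicate shows activation above 250% relative to neutral control wells; inactive means the rest, any valid replicate at or below 250%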;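 further: OY570 slx delta 5 strain wells were the positive control but not used for scaling; some compounds called inactive have numbers as strong as hits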
phage Ecoli inh – E. coli growth loss with phage present | 360,000 tested, 0.26% active | inhibition, % at 11.9 µM | AID 651602 | growth absorbance; in the data active means inhibition above about 11%
E coli growth – bacterial growth inhibition, counter-screen for AddAB inhibitors | E. coli V3065 growth, OD600 absorbance, 18 h | inhibition, % at 11.9 µM | 330,000 tested, 0.27% active | AID 449728;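 active means inhibition above the campaign's mean inhibition across all tested compounds plus 3 SD, cut at about 9.9% in these data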;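 further: uninfected addAB+ strain grown without phage in ampicillin broth; 0% = DMSO wells and 100% = ciprofloxacin 0.95 µg/ml wells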
Tat export inh – inhibitors of E. coli Tat protein transport; E. coli MC4100 TorA-mCherry Tat export, fluorescence; inhibition, % at 10 µM; 340,000 tested, 0.036% active; AID 488895;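 active means mean replicate inhibition at least 50% and at least half of replicates individually reaching 50%; inconclusive means only one of the two criteria met; inactive means neither criterion met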;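 further: exported cargo escapes ClpAP degradation while cytoplasmic cargo is degraded and loses fluorescence; 0% = median of neutral control wells and 100% = median of NaSCN control wells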
HTR5A inv ctr – HTR5A inverse agonism, opioid heterodimer counter-screen; P47898; HTR5A cell line, luminescence; inhibition, % at 9.3 µM; 340,000 tested, 0.083% active; AID 504634; in the data active means inhibition mostly above about 23%, no sharp cut-off; inactive means mostly below about 18%;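 further: 0% = cells with DMSO and 100% = no-cell wells with DMSO; some compounds called inactive have numbers as strong as hits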
DAGLB inh – blocks human DAGLB lipase activity; AID 504411; HEK293T DAGLB membrane lysate, EnzChek fluorogenic substrate; 340,000 tested, 0.059% active; inhibition, % at 5.17 µM; Q8NCG7; in the data active means inhibition above about 34%;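 further: 0% = enzyme with vehicle and 100% = wells lacking enzyme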
Target sequence (Q8NCG7 whole entry, looked up): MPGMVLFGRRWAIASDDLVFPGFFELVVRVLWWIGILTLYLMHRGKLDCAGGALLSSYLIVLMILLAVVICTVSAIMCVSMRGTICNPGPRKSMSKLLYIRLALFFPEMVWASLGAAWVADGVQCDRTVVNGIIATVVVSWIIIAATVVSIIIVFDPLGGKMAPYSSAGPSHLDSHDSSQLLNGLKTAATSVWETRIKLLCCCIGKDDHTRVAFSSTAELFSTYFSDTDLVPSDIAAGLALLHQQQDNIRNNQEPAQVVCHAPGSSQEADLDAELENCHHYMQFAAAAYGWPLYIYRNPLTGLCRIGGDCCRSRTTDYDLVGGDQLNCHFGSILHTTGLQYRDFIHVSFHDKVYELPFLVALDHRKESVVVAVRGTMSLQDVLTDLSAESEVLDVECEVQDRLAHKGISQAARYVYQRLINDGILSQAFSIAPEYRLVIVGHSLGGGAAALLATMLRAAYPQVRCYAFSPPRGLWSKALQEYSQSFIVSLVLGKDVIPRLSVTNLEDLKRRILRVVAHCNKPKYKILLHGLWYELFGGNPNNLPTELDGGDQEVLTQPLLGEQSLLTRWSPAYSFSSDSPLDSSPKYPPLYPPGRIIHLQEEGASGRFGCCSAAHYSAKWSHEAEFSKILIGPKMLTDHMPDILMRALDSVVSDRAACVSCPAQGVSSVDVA
AddAB inh – less growth of phage-infected E. coli with AddAB. E. coli expressing H. pylori AddAB, absorbance growth. inhibition, % at 11.9 µM. 330,000 tested, 0.29% active; in the data active means inhibition above about 12%;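 further: 0% = vehicle wells of infected cells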
HTR5A ag ctr – HTR5A agonism, opioid heterodimer counter-screen; P47898; HTR5A agonist assay, luminescence, cell-based; activation, % at 9.3 µM; 340,000 tested, 0.61% active; in the data active means activation mostly above about 9.5%, no sharp cut-off; inactive means mostly below about 7.6%;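 further: 0% = cells with vehicle only and 100% = reference agonist; strong numbers were not always called active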
CDK5 inh – blocks human CDK5/p35 kinase activity; inhibition, % at 10 µM; 330,000 tested, 0.01% active; Recombinant CDK5/p35, ADP-Glo luminescence, 60 min; Q00535+Q15078; AID 488839;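 active means highest replicate inhibition of at least 50% and at least 75% of replicates reaching 50%; inconclusive means only one of the two criteria met; inactive means both criteria failed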;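 further: plate controls were DMSO neutral control for no effect and GW8510 at 10 µM for full effect; many of its hits are not listed in these tables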
PKA-R1A act – activates the PKA-R1A holoenzyme complex | P00514+P68181 | PKA-R1A dissociation, Cy5-IP20 fluorescence polarization; scaled: DMSO 0%, 113 µM cGMP 100% | activation, % at 11.4 µM | 340,000 tested, 0.083% active;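 active means percent activation above the mean of all tested compounds plus 3 SD, cut at about 19% in these data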;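 further: higher means more PKAc released from R1A so a rise in polarization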
PKA-R2B activ – PKA-R2B complex activation. P22694+P31323. PKA-R2B holoenzyme dissociation, Cy5-IP20 fluorescence polarization; R2B truncated from residue 108, S112A mutant; 0% DMSO only, 100% 113 µM cGMP. activation, % at 11.4 µM. 340,000 tested, 0.079% active;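 active means activation above a cutoff set at the mean over all compounds plus 3 SD, cut at about 18% in these data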;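 further: higher means more holoenzyme dissociation and a rise in polarization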
Target sequence (P31323 whole entry, looked up, other chains not shown, the tested form may be a part): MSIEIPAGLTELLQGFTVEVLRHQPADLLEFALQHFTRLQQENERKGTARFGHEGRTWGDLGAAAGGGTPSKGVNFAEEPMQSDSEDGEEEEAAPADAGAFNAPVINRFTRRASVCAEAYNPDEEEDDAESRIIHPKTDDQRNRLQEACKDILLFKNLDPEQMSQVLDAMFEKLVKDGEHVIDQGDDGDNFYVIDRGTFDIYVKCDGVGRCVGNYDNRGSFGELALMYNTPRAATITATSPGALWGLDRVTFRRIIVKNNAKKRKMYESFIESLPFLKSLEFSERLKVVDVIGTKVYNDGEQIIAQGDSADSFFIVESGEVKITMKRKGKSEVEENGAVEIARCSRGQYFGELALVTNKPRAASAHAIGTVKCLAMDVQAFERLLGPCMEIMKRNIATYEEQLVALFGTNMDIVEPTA
Numbers without * were called inactive; ? = inconclusive; · = no result given.

SMILES	Mot1-301 SUMO	phage Ecoli inh	E coli growth	Tat export inh	HTR5A inv ctr	DAGLB inh	AddAB inh	HTR5A ag ctr	CDK5 inh	PKA-R1A act	PKA-R2B activ
CC(Cc1cccs1)NC(=S)Nc1ccc(Cl)cc1 (stereo not drawn)	40	10.0	5.5	1	-8	-8	7.1	3	0.2	-5	-1
COc1ccc(-c2cc(C(F)(F)F)nc(-n3ccnc3C)n2)cc1	226	2.9	-1.9	-19	-17	-4	1.0	1	·	-2	2
CCC(=O)/C=C1\Sc2ccc(OC)cc2N1CCO	-5	1.5	0.8	-3	-5	4	0.9	7	-4.0	1	5
CC1CCN(S(=O)(=O)c2ccc(NC(=O)C3CCCCC3C(=O)O)cc2)CC1 (stereo not drawn)	·	·	·	-1	-13	4	·	4	-0.7	-13	-11
Cc1ccc(NC(=O)c2ccccc2N2C(=O)C3C4C=CC(C5CC45)C3C2=O)cc1C (stereo not drawn)	-6	0.8	1.3	6	18	-15	1.2	-2	0.4	-14	-15
C/C(CC(=O)NC1CCCCC1)=N\NC(=O)c1ccc(Br)cc1	-12	-0.6	0.9	6	7	-3	0.7	-2	0.4	-3	2
O=c1c2nnn(-c3ccc(Br)cc3)c2ncn1Cc1ccccn1	-8	2.6	-0.8	3	-8	-1	-0.7	3	-0.4	-10	7
COc1cc(C#N)ccc1OC(=O)Cc1cc(OC)c(OC)c(OC)c1	160	0.5	0.3	2	-21	3	2.6	7	-0.9	3	11
Cc1ccc(NC(=O)C2C3CCC(O3)C2C(=O)O)cc1Cl (stereo not drawn)	355*	1.3	-1.2	-17	4	-3	2.9	-1	0.4	5	10
Cc1n(Cc2ccccc2)c2ccccc2[n+]1Cc1ccccc1	-4	0.4	0.9	-2	-2	-1	2.2	12	0.3	-7	2
COc1ccc(NC(=O)C2CC2)cc1-n1cnnn1	-6	1.5	1.0	-6	14	-2	2.1	2	-0.3	1	4
CNC(=O)NC(=O)COC(=O)CCc1nc(=O)c2ccccc2n1C	-7	3.5	0.2	-12	-3	2	1.2	1	-0.3	-14	-4
CCNC(=O)COc1ccc(/C=N/NC(=O)c2cccnc2)cc1OC	6	4.1	-1.4	-4	14	-3	-1.8	-3	-2.0	-9	-8
CSc1ccc(CCNC(=O)C2CCN(c3nnc(-n4cccc4)s3)CC2)cc1	·	2.7	-2.2	-6	-14	3	-1.3	5	-1.3	-2	-1
CCC(C(=O)N1CCOCC1)n1c2ccccc2c2nc(=O)cc(C)n21 (stereo not drawn)	0	2.1	-0.1	-3	-5	1	3.4	0	-1.5	-3	3
O=C(NC1CCCC1)C1CCCN1C(=O)Nc1ccccc1 (stereo not drawn)	-1	2.1	-1.6	3	1	-1	-2.1	-1	-1.4	8	-1
COC(=O)C1CCN(C(=O)c2ccccc2Oc2ccccc2)CC1	12	2.6	1.4	6	0	0	4.7	2	2.7	3	-6
CC1CN(C(=O)Cn2c(=O)oc3ccccc32)CC(C)O1 (stereo not drawn)	-11	0.1	-0.4	-7	-15	-2	2.2	6	0.2	3	-1
COc1ccc(NC(=S)NN(C)C(=S)Nc2ccc(OC)cc2)cc1	-7	0.6	1.8	?	-22	-2	2.6	3	-2.6	2	-6
O=C(NCc1ccccc1)c1nc2ccccc2s1	8	1.7	-2.0	1	10	-3	-0.4	-4	-0.1	6	5
Cc1cccc(OCC(=O)NCc2cc(C)nc3ccccc23)c1	3	-0.3	-2.5	-6	0	-1	-1.4	0	1.8	5	8
C=CCSC1=N/C(=C\c2ccc3c(c2)OCO3)C(=O)S1	-7	2.0	1.4	-3	20	-5	0.7	-8	0.6	-7	-11
CCC/C(C#Cc1ccsc1)=C1/c2ccccc2C(=O)N1c1ccccc1	47	2.7	3.3	-11	-51	-7	3.2	5	1.7	-10	4
O=S(=O)(O)c1ccc(O)c2cc(Nc3ccccc3)ccc12	·	0.0	·	5	16	5	·	-4	-1.6	9	-7
CN(CC(=O)NCc1ccc2c(c1)OCO2)S(=O)(=O)c1ccc(Cl)cc1	0	1.2	-0.2	-7	-12	-5	0.2	5	-2.5	-13	2
CCOc1ccccc1NC(=O)COC(=O)CC(NC(N)=O)c1ccc(Cl)cc1 (stereo not drawn)	-5	2.0	2.1	-6	1	-1	0.2	4	0.0	-9	-8
O=C(NCCc1ccccc1)c1cc2ncc(Br)cn2n1	3	1.4	0.9	-2	1	3	2.1	-1	-3.2	-1	-6
CCN1C(=O)CC(N2CCC(C(=O)N3CCCCCC3)CC2)C1=O (stereo not drawn)	-9	0.4	-0.2	-8	13	-1	2.0	6	-1.5	-19	-9
COc1ccc(CN2CCn3ncc(C(=O)Nc4cc(C)cc(C)c4)c3C2=O)cc1	264	-0.2	-0.5	-18	0	-1	1.4	0	1.5	-2	6
O=C(O)CSc1nnc(-c2cccc(S(=O)(=O)N3CCCCC3)c2)o1	280	1.4	1.4	-2	11	1	0.0	-2	0.2	-6	-10

3 compounds from above, reduced to Mot1-301 SUMO and HTR5A ag ctr.
| structure | Mot1-301 SUMO | HTR5A ag ctr |
| --- | --- | --- |
| CCOc1ccccc1NC(=O)COC(=O)CC(NC(N)=O)c1ccc(Cl)cc1 (stereo not drawn) | -5 | 4 |
| O=C(NCCc1ccccc1)c1cc2ncc(Br)cn2n1 | 3 | -1 |
| CCN1C(=O)CC(N2CCC(C(=O)N3CCCCCC3)CC2)C1=O (stereo not drawn) | -9 | 6 |

(more compounds)
SMILES	Mot1-301 SUMO	phage Ecoli inh	E coli growth	Tat export inh	HTR5A inv ctr	DAGLB inh	AddAB inh	HTR5A ag ctr	CDK5 inh	PKA-R1A act	PKA-R2B activ
COc1cc(O)c2c(c1)COC2=O	4	2.4	0.8	-3	38	0	4.7	3	-1.0	-13	4
Cc1cc(C(C#N)c2cccc(Cl)c2)n2ncnc2n1 (stereo not drawn)	-6	3.1	1.7	11	-29	5	2.0	2	-1.4	-13	-2
Cc1cc(C)c(NC(=O)c2ccc(S(=O)(=O)N3CCOCC3)cc2)c(C)c1	7	2.5	0.2	-11	-15	-4	0.5	5	-2.1	-2	-1
O=C(c1cc(Cl)nc2ccccc12)N1CCc2ccccc2C1	·	3.6	-0.8	0	6	-2	-0.5	-2	1.3	-3	4
Cc1cccc(-n2nc(C)c3c(C(=O)O)cc(-c4cccs4)nc32)c1	-3	3.0	0.2	3	10	7	4.2	-4	-3.9	-3	3
Cc1cccc(C)c1NC(=O)CN1C(=O)S/C(=C\c2cccn2C)C1=O	17	3.7	-0.7	-6	-5	1	0.9	5	-1.2	-9	-1
Cc1ccc(NC(=O)CN(C)c2ccc(S(=O)(=O)N3CCN(C)CC3)cn2)cc1	-6	0.6	-1.3	0	2	1	0.6	2	0.9	2	-1
Cc1onc(-c2ccccc2)c1C(=O)NCc1cccc(Cl)c1	-9	3.4	0.3	-8	0	-2	0.0	0	0.9	-5	1
O=C(Nc1ccccc1-c1nc2ccccc2[nH]c1=O)c1cccs1	6	0.6	1.9	1	-6	2	3.9	2	-0.1	-5	3
CCCCC(=O)Nc1ccc(C(=O)Nc2ccc(S(=O)(=O)N3CCCC3)cc2)cc1	4	3.2	0.2	-6	-37	0	0.9	6	1.2	-9	-19
c1ccc2nc(N3CCCC3)c(N3CCCC3)nc2c1	-10	1.8	-1.4	3	14	-1	-0.4	3	-0.6	-2	0
O=C(CNC(=O)c1ccc(Cl)cc1Cl)OCn1nnc2ccccc2c1=O	-20	-0.6	-2.5	8	27	1	-1.4	-1	0.1	1	8
COc1ccc(CNC(=O)Cn2cnc3c(OCc4ccccc4)ncnc32)cc1	-12	2.1	-2.0	-9	·	-2	2.9	·	4.1	-8	-2
CC(C)CNC(=O)/C=C/C=C/c1ccc2c(c1)OCO2	·	4.2	0.6	-2	8	-4	4.3	11	0.4	-2	8
Cn1c(=O)[nH]c(Nc2ccccc2)c([N+](=O)[O-])c1=O	-5	3.2	-2.4	-11	7	1	0.8	-3	0.1	7	-4
O=C(CSc1nc2ccccc2n1Cc1ccccc1)N/N=C/c1ccccc1C(=O)O	3	0.9	-0.1	-2	21	1	0.0	3	-0.8	-6	-4
CN(C)C(=O)c1ccc(OCC(F)(F)F)nc1	-12	2.2	-0.3	-7	-17	2	-0.1	-4	-0.9	-1	-1
COc1cccc(COC(=O)c2cc(S(=O)(=O)N3CCCCC3)ccc2N2CCOCC2)c1OC	-8	3.8	-0.1	14	16	1	-0.2	-1	-1.1	-6	-1
CC(C)c1cccc(C(C)C)c1NC(=O)COc1nncc2ccccc12	289	3.5	0.2	-7	13	3	1.0	-5	-3.0	2	-11
COc1ccc(CN(Cc2ccc(C(=O)O)cc2)C(=S)Nc2ccc(C)cc2)cc1OC	·	2.9	0.5	2	4	2	-3.1	10	-0.6	-9	-8
O=C(CCCN1C(=O)/C(=C\c2ccco2)SC1=S)Nc1ccc(O)cc1C(=O)O	13	-0.9	-1.4	-7	5	8	-0.1	-1	-3.1	-6	-8
Cc1nc(OCc2ccccc2)c2sc3nc4c(cc3c2n1)COC(C)(C)C4	·	1.9	·	1	1	-2	·	-6	-0.1	3	1
COCCCNC(=O)CC(NCCCOC)C(=O)O (stereo not drawn)	4	1.2	0.4	0	-9	-2	1.0	4	0.8	-5	-3
O=C(CCC1CCCCC1)Nc1c2c(nn1-c1ccc(F)cc1)CS(=O)C2 (stereo not drawn)	-16	0.9	-2.1	5	-9	-4	0.2	-3	0.4	3	-5
CCOCCCn1c(C)nc2c(c1=O)c1nc3ccccc3nc1n2CCC1=CCCCC1	22	1.4	-0.8	6	-18	-1	3.5	3	1.1	-7	4
O=C(COc1ccc([N+](=O)[O-])cc1)NC(C(=O)O)C(O)c1cccc([N+](=O)[O-])c1 (stereo not drawn)	-18	3.2	4.3	-2	-6	-3	3.0	2	0.7	-1	5
O=C(c1cc2cc(Cl)ccc2[nH]1)N1CCN(C(=O)c2ccco2)CC1	3	0.8	-0.6	9	-8	3	-1.5	0	0.9	-6	-5
CN(C)/N=C/c1ccc(Sc2ccc([N+](=O)[O-])cc2[N+](=O)[O-])o1	-25	-0.3	1.2	-7	8	-4	3.8	-1	-0.1	4	-6
O=C1c2ccccc2C(=O)N1Cc1nc(-c2ccccn2)no1	12	-0.7	1.9	-4	-4	2	-0.2	10	1.4	10	-1
COc1ccc(C2=CC(=O)C[C@H](c3ccc(Cl)cc3)C2)cn1	-7	3.0	1.0	2	-10	-13	1.0	0	-0.6	-5	-15
COc1ccc(CNC(=O)C2(CC3CC(c4ccccc4)=NO3)CCNCC2)cc1 (stereo not drawn)	-5	0.2	-1.6	-5	-29	3	0.6	3	0.0	0	3
NC(=O)c1nsc(C(=O)N(CC(=O)NC2CCCC2)c2ccc(F)c(Cl)c2)c1N	0	-1.2	-2.4	-4	13	2	-0.8	-5	-0.3	0	1
CCN(CC)S(=O)(=O)c1cccc(C(=O)NCC2CCCCC2)c1	416	2.2	-0.1	2	4	-3	2.9	-3	-0.4	0	-1
O=C(O)c1cc(O)ccc1N=Nc1ccccc1	0	-0.7	0.0	-10	-3	2	-0.2	1	-1.4	-13	11
